# HKDC1 inh: HKDC1 hexokinase inhibitors, primary screen, biochemical, fluorescence, uHTS. recombinant HKDC1, G6PDH/diaphorase resazurin coupled fluorescence. inhibition, % at 20 µM. 340,000 tested, 0.16% active;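 active means inhibition above about 35% when tested at 20 µM, limit read from the data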;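 further: plate controls were DMSO wells with enzyme for no effect and DMSO wells lacking enzyme for full effect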
# Target sequence (Q2TB90 whole entry, looked up): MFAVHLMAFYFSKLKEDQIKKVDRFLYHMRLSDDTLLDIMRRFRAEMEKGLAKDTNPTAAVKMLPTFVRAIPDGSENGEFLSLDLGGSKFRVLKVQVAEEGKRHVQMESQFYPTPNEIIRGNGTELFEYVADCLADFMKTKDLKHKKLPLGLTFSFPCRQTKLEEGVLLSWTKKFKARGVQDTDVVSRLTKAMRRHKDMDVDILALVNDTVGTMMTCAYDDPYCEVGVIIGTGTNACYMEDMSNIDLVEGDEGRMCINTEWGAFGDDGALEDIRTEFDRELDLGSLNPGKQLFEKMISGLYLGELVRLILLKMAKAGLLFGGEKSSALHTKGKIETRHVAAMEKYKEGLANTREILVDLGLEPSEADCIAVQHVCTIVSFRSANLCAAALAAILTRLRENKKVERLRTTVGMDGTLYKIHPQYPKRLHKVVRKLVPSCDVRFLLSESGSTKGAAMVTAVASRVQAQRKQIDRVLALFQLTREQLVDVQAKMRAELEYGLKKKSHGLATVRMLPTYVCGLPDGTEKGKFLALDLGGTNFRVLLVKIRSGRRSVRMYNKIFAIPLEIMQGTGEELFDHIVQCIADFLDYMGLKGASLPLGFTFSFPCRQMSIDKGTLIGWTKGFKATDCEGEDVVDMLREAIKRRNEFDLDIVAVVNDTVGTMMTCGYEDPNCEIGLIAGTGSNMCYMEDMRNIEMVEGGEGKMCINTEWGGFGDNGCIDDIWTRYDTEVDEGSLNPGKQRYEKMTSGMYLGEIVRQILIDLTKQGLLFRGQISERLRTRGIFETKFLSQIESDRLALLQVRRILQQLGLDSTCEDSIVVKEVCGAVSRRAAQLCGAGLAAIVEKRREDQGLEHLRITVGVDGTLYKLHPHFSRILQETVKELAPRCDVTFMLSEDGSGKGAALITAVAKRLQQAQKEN
#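 Material: recombinant HKDC1 hexokinase; Amount: HKDC1 at 5 µg/mL; Medium: Tris pH 8.0 buffer with MgCl2, Tween-20, BSA, BME; Schedule: 90 min reaction incubation at room temperature, dark; Technique: coupled resazurin fluorescence, excitation 525 nm, emission 613 nm.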
# PfGluPho inh: PfG6PD enzyme inhibitors, primary screen, biochemical, fluorescence intensity, uHTS. 350,000 tested, 0.78% active. PfGluPho enzyme, NADPH resazurin-diaphorase fluorescence. glucose-6-phosphate dehydrogenase-6-phosphogluconolactonase (Plasmodium falciparum 3D7). inhibition, % at 20 µM. AID 504690, 2011;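 active means inhibition reaching at least a set limit at 20 µM in the primary screen, cut at about 59% in these data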;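 further: 0% = DMSO wells with substrate and 100% = DMSO wells lacking glucose-6-phosphate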
# ATG4B inhibitor: ATG4B protease inhibitors, primary screen, biochemical, fluorescence, uHTS | AID 504462, 2011 | 340,000 tested, 0.51% active | Cysteine protease ATG4B (Homo sapiens), Q9Y4P1 | ATG4B cleavage of LC3-PLA2, NBD-HPC fluorescence, 1 h | inhibition, % at 8.33 µM; in the data active means inhibition above about 40%
# Active calls of the source: *; & = joins results of further samples. These rows are one share of the data, so the mix of outcomes need not match the whole.
SMILES,HKDC1 inh,PfGluPho inh,ATG4B inhibitor
COc1ccccc1C(CNC(=O)c1cccc(S(=O)(=O)N2c3ccccc3CC2C)c1)N(C)C (stereo not given),-1,-16,-1
Cc1nc2ccc(N)nc2nc1C,-5,9,3
CCOC(=O)C(=O)Cc1cccnn1,12,20,1
Cc1cc(C(=O)C(C(c2ccccc2)N2CCOCC2)N2CCOCC2)ccc1Cl (stereo not given),2,-4,2
C(=NOCCc1ccccc1)c1ccccn1,-2,1,4
CCOC(=O)[C@@H]1CSCCS(=O)(=O)N1,-6,-1,3
Cc1ccc(NC(=S)NNc2ccc([N+](=O)[O-])cc2S(=O)(=O)Nc2ccccc2C(=O)O)cc1C,7,40,74*
Nc1nc(SCC(=O)N2N=C3/C(=C\c4ccco4)CCCC3C2c2ccco2)n[nH]1 (stereo not given),-1,0,-4
N#Cc1c(N2CCSCC2)nsc1-c1ccccc1Cl,4,-4,-5
CC(C)Cc1ccc(C(C)/C=C2/CCC(CN3CCCCC3)C2=O)cc1 (stereo not given),16,36,-2
CC(C)CNC(=O)c1ccccc1C(=O)NC1(C(=O)NCC(C)C)CCCC1,-7,-7,3
COc1ccc(C=NNC(=O)CCCC(=O)NN=Cc2ccc(OC)c(O)c2)cc1O,-6,6,-12
CCCSc1nc2c([nH]1)c(=O)n(C)c(=S)n2C,-2,21,-6
Cc1c(S(=O)(=O)c2ccccn2)c(N)n(Cc2cccc(Cl)c2)c1C,-5,13,-5
CCOc1ccc(C(=O)c2cc([N+](=O)[O-])ccc2N2CCOCC2)cc1,-6,0,0
COc1ccc(Cc2nc3ccc(C(=O)NC(C)C)cc3o2)cc1,-2,-3,-4
O=C1c2ccccc2C(=O)N1c1ncc(Cc2ccc(Cl)cc2)s1,0,0,80*
CNCc1ccccc1Sc1ccc(O)c(O)c1,11,98*,-1
COc1cccc(-c2c(C(=O)O)cc(O)c3ccc(OC)cc23)c1,14,6,3
COC(=O)Cn1c(CN2CCN(c3ccccc3F)CC2)nc2c1c(=O)n(C)c(=O)n2C,0,1,-2
Cc1ccc(-n2c(-c3ccc(Br)cc3)c[n+]3c2CCc2ccc4cccnc4c2-3)cc1,-7,4,20
O=c1[nH]c(=O)n([C@H]2C[C@H](O)[C@@H](CO)O2)cc1F,-2,-9,0
O=C1/C(=C/c2ccco2)SC(=S)N1c1cccnc1,24,25,8
Cc1ccc(C(=O)Nc2ccccc2N2CCCCC2)cc1S(=O)(=O)N1CCOCC1,-1,9,-7
CCN(c1ccccc1)S(=O)(=O)c1ccc(C(=O)NCC(c2ccccc2OC)N2CCCC2)cc1 (stereo not given),1,-4,-4

# The results go on:
SMILES,HKDC1 inh,PfGluPho inh,ATG4B inhibitor
CCOC(=O)c1c(NC(=O)COC(=O)CCCOc2ccc(OC)cc2)sc(C(=O)N(C)C)c1C,3,-4,1
CCOC(=O)c1sc2nc3c(SCCC(=O)O)cc(C(=O)c4cc(OC)ccc4O)cn3c(=O)c2c1C,3,22,2
Cc1cc(Cc2cc(C)c(O)c(CO)c2)cc(CO)c1O,-3,0,-4
Cc1ccc(CSCC(=O)Nc2cc(S(=O)(=O)N3CCOCC3)ccc2OCC(F)(F)F)cc1,7,-4,-16
CCN(CC)C1Oc2cc3c(cc2C(c2cc(OC)c(O)c(OC)c2)C1C)OCO3 (stereo not given),5,24,-4
CCN(CC)CC(=O)NC1CCCc2c1cnn2-c1cc(F)cc(F)c1 (stereo not given),-3,-9,-5
O=C(c1ccccc1)N(C(=O)c1ccccc1)N1CCCC1,-2,3,-1
Nc1ccc2[nH]c(=S)[nH]c2c1,5,26,6
CC(C(=O)Nc1ccc2c(c1)OCO2)N(C)CC(=O)Nc1ccc(Cl)cc1 (stereo not given),-7,-1,-5
O=C(O)c1ccc([N+](=O)[O-])cc1Sc1ccsc1,-1,18,6
CCOC(=O)C(=O)C1C(=O)Nc2ccccc21 (stereo not given),-4,11,-9
O=S(=O)(c1c(F)cccc1F)N(CCc1ccc(F)cc1)C[C@@H](O)COCc1ccccc1,0,15,29
O=[N+]([O-])c1ccc(NC2CCCCC2)nc1,-5,12,1
C=C(C)C1CC=C(C)C(=NNC(=O)c2ccncc2)C1 (stereo not given),-3,1,-7
O=C(Cn1cnc2c(cnn2-c2ccc(F)cc2)c1=O)N1CCN(c2ccccc2)CC1,-4,-1,0
CN1CCN(c2ccc3c(c2)C2CC3CCN2C(=O)OCc2ccccc2)CC1 (stereo not given),-6,-2,2
Cc1nnc(N/N=C\c2ccc(-c3ccccc3[N+](=O)[O-])o2)n1N,12,82*,-7
CCOC(=O)c1c(-c2ccc(C)cc2)csc1NC(=O)CCN1CCOCC1,-6,12,-16
N#C/C(=C/c1ccc(-c2ccc([N+](=O)[O-])cc2)o1)C(=O)Nc1nc(-c2cccs2)cs1,6,-18,5
COc1cccc(C(=O)CSc2nnc(CNS(C)(=O)=O)n2-c2ccc(C)cc2)c1,-1,42,-4
Oc1c(CN2CCOCC2)cc(CN2CCOCC2)cc1CN1CCOCC1,3,14,0
CC(=NO)c1ccc2c(c1)C(=NO)c1ccccc1-2,9,13,-17
Cc1ccc(C)c(/C(O)=C2\C(=O)C(=O)N(CCCN3CCOCC3)C2c2cccnc2)c1 (stereo not given),-8,16,-2
Oc1ccc(-c2n[nH]c(=S)n2-c2ccc3c(c2)OCCO3)c(O)c1,-2,37,2
Nc1ccc(S(=O)(=O)NN=CC=Cc2ccccc2[N+](=O)[O-])cc1,-1,6,5

# Next part.
SMILES,HKDC1 inh,PfGluPho inh,ATG4B inhibitor
COC(=O)c1ccc(CNC(=O)Cn2cc(C)c(=O)[nH]c2=O)cc1,-4,1,-6
Cc1ccc2c(COC(=O)C3=COCCO3)cc(=O)oc2c1,-4,-13,7
CC(C)c1ccc(NC(=O)c2n[nH]c(=O)c3ccccc23)cc1,-12,16,3
Cc1cc(N2CCCC2)c(F)cc1/C=C\[N+](=O)[O-],15,14,4
Cc1ccc(C)n1-c1ccc(C(=O)N2CCC(C(N)=O)CC2)cc1,-2,-9,-2
CC(C)c1ccc2c(c1)CC[C@H]1[C@](C)(CN)CCC[C@]21C,3&1,0&-1,6&-3
CN(C)CCNC(=O)/C(=C/c1ccc(-c2ccc(Cl)cc2)o1)NC(=O)c1ccccc1,14,5,0
Cc1ccc(C(=O)C=Cc2cccc(C)c2)cc1,13,28,-8
O=C1N=C2N(CCN3CCCCC3)c3ccccc3N2/C1=C\c1ccc([N+](=O)[O-])s1,0,14,-5
O=C1CCN(Cc2ccccc2)C=C1C(=O)c1ccccc1,-6,4,1
COc1cc(C(=O)N2CCN(S(=O)(=O)c3cc(C)ccc3C)CC2)ccc1OCC(=O)N1CCOCC1,-3,-9,-28
CCOC(=O)C1OC1(c1ccccc1)c1ccccc1 (stereo not given),12,-12,2
CCOC(=O)c1ccccc1NC(=O)CN1CCC(n2nnc3cc(F)ccc32)CC1,-3,4,-7
COc1cc(CNc2ccc(N3CCCC3)cc2)ccc1OCc1ccccc1,5,54,7
N#C/C(=C/c1ccc(-c2cccc([N+](=O)[O-])c2)o1)C(=O)Nc1nc(-c2cccs2)cs1,6,-38,-2
CC(=O)Nc1ccc(NC(=O)c2cc(S(=O)(=O)N3CCCCC3)ccc2N2CCOCC2)cc1,-6,-8,-2
COc1ccc(NC(=O)C2Cc3ccccc3O/C2=N\O)cc1 (stereo not given),1,19,-3
CCCc1cc2c(cc1N(C)S(=O)(=O)c1ccccc1)OCO2,-1,41,3
Nc1nc2c(ncn2-c2ccccc2)c(=O)[nH]1,-2,-11,8
O=C(Cc1cccc(NC(=O)C2CCN(C(=O)C3CCC3)CC2)c1)Nc1cccc(C(=O)N2CCCCC2)c1,-3,10,-6
O=C(C1CCN(S(=O)(=O)c2cccc3cccnc23)CC1)N1CCN(C2CCCCC2)CC1,-1,7,-12
CCOC(=O)c1cc2c(=O)n3ccccc3nc2n(Cc2ccc(Cl)cc2)c1=N,-7,-2,0
Cc1cc(C)c(CN2CCN(CCCn3ccc(NC(=O)OCc4ccccc4)nc3=O)CC2)c(C)c1,-1,27,-7
C(=Cc1cnnc2ccccc12)c1ccccc1,14,17,-5
COc1ccc(N=C2C(=S)N(c3ccc(OC)cc3)C(=NS(=O)(=O)c3ccccc3)N2c2ccccc2)cc1,-69,84*,0

# Next section, overlapping the part above by 2 compounds.
SMILES,HKDC1 inh,PfGluPho inh,ATG4B inhibitor
C(=Cc1cnnc2ccccc12)c1ccccc1,14,17,-5
COc1ccc(N=C2C(=S)N(c3ccc(OC)cc3)C(=NS(=O)(=O)c3ccccc3)N2c2ccccc2)cc1,-69,84*,0
O=C(O)CC1(CC(=O)Nc2nccs2)CCCCC1,1,43,12
COc1cccc(C(CCc2cc(OC)c(OC)c(OC)c2)NC(C)=O)c1 (stereo not given),-4,7,-11
FC(F)(F)c1cccc(NC(=S)NC(c2ccccc2)c2ccccc2)c1,-3,-3,11
CN(C)c1ccnc(Oc2ccccc2)c1C#N,3,-18,11
CNc1nc(-c2ccccc2)[n+](-c2ccc(C)cc2)s1,19,108*,2
CC(=O)OC1CC[C@@]2(C)C(CCC3C2CC(=O)[C@@]2(C)C3CC3CC(C)=CC(=O)C32)C1 (stereo not given in full),-4,12,-6
CSc1nc(SCCO)c2sc3nc(-c4ccco4)c4c(c3c2n1)CC(C)(C)OC4,21,34,6
O=C1c2ccccc2CC1Sc1nnc(-c2ccccn2)o1 (stereo not given),-7,22,5
CN(C)c1ncnc2c1C(c1ccccc1)C(C)(C)O2 (stereo not given),-4,11,-9
COc1cc(C(=O)NC2CCN(C)CC2)ccc1Nc1ncc2c(n1)N(C1CCCC1)CCC(=O)N2C(C)C,2,-9,8
O=C(O)CCCCCCCCCCC1CCC(O)C1O (stereo not given),-4,-38,1
NC1=NC(=O)C(=Cc2ccccc2)S1,4,-4,7
c1coc(C2=NC(c3ccco3)C(c3ccco3)N2)c1 (stereo not given),-3,-2,-2
CCN(CC)S(=O)(=O)c1ccc(N2CC(C(=O)Nc3cccc(C(=O)NC4CC4)c3)CC2=O)cc1 (stereo not given),-5,-34,-7
CN(C(=O)c1cccc(NC(=O)Cc2ccc(NC(=O)C3CCN(C(=O)C4CCC4)CC3)cc2)c1)C1CCCC1,-5,-6,-7
OC1COC(c2ccccc2)OC1C1OC(c2ccccc2)OCC1O (stereo not given),-8,-3,-30
O=C1C(=NO)C(c2ccccc2)Oc2ccccc21 (stereo not given),0,-5,11
O=C(c1cccc(Cl)c1)N1CCC2CC1c1cc(N3CCOCC3)ccc12 (stereo not given),-4,17,1
COc1cccc(C(CC(=O)NCC2CCCO2)NS(=O)(=O)c2ccc(C)cc2)c1OC (stereo not given),-5,-12,-5
COc1ccc(S(=O)(=O)N2CCOCC2)cc1NC(=O)c1ccc(S(=O)(=O)N(C)c2ccccc2OC)cc1,-2,6,-52
CN(C)c1ccc(C(c2nnnn2CCOC(=O)Nc2ccc(Cl)cc2)N2CCOCC2)cc1 (stereo not given),4,42,-7
Cc1nn2c3ccccc3nc2n(C)c1=O,-5,-4,1
Oc1ccc(Nc2ccc3ccccc3c2)cc1,20,63*,-17

# Ordered by length of the SMILES (highest first): 17 of the compounds above
SMILES,HKDC1 inh,PfGluPho inh,ATG4B inhibitor
CN(C(=O)c1cccc(NC(=O)Cc2ccc(NC(=O)C3CCN(C(=O)C4CCC4)CC3)cc2)c1)C1CCCC1,-5,-6,-7
COc1ccc(S(=O)(=O)N2CCOCC2)cc1NC(=O)c1ccc(S(=O)(=O)N(C)c2ccccc2OC)cc1,-2,6,-52
CC(=O)OC1CC[C@@]2(C)C(CCC3C2CC(=O)[C@@]2(C)C3CC3CC(C)=CC(=O)C32)C1 (stereo not given in full),-4,12,-6
CCN(CC)S(=O)(=O)c1ccc(N2CC(C(=O)Nc3cccc(C(=O)NC4CC4)c3)CC2=O)cc1 (stereo not given),-5,-34,-7
CN(C)c1ccc(C(c2nnnn2CCOC(=O)Nc2ccc(Cl)cc2)N2CCOCC2)cc1 (stereo not given),4,42,-7
COc1cccc(C(CC(=O)NCC2CCCO2)NS(=O)(=O)c2ccc(C)cc2)c1OC (stereo not given),-5,-12,-5
CSc1nc(SCCO)c2sc3nc(-c4ccco4)c4c(c3c2n1)CC(C)(C)OC4,21,34,6
O=C(c1cccc(Cl)c1)N1CCC2CC1c1cc(N3CCOCC3)ccc12 (stereo not given),-4,17,1
FC(F)(F)c1cccc(NC(=S)NC(c2ccccc2)c2ccccc2)c1,-3,-3,11
OC1COC(c2ccccc2)OC1C1OC(c2ccccc2)OCC1O (stereo not given),-8,-3,-30
CNc1nc(-c2ccccc2)[n+](-c2ccc(C)cc2)s1,19,108*,2
c1coc(C2=NC(c3ccco3)C(c3ccco3)N2)c1 (stereo not given),-3,-2,-2
O=C1c2ccccc2CC1Sc1nnc(-c2ccccn2)o1 (stereo not given),-7,22,5
O=C1C(=NO)C(c2ccccc2)Oc2ccccc21 (stereo not given),0,-5,11
O=C(O)CCCCCCCCCCC1CCC(O)C1O (stereo not given),-4,-38,1
Oc1ccc(Nc2ccc3ccccc3c2)cc1,20,63*,-17
NC1=NC(=O)C(=Cc2ccccc2)S1,4,-4,7

# Assay outcomes (PubChem BioAssay)
